Compound activity: PubChem, NCI
Growth percent in the NCI-60 one-dose screen (48 h, 10 µM unless noted): 100 = growth as untreated, 0 = no growth, -100 = all killed.
RPMI-8226: RPMI-8226 leukemia cells | hit rate 7.5% among 77,000
SR: SR leukemia cells; hit rate 8.7% among 73,000
K-562: K-562 leukemia; hit rate 7.4% among 78,000; AID 1794777
MDA-MB-468: MDA-MB-468 breast cancer; hit rate 8.5% among 78,000
MCF7: MCF7 breast cancer; hit rate 6.3% among 82,000; AID 1794796
MDA-MB-435: MDA-MB-435 melanoma | hit rate 7.8% among 82,000 | AID 1794794
MOLT-4: MOLT-4 leukemia cells; hit rate 6.9% among 80,000; AID 1794779
MDA-MB-231: MDA-MB-231 breast cancer; hit rate 5% among 81,000
The depositor's hits bear a star; nt = not tested or not shown; & = joins results of further samples. The calls were made as follows: active = growth percent below 10; inactive = the rest. Not all compounds are listed; rates above refer to the full screens.

smiles | RPMI-8226 | SR | K-562 | MDA-MB-468 | MCF7 | MDA-MB-435 | MOLT-4 | MDA-MB-231
CC[C@]12C=CCN3CC[C@]4(C(=C(C(=O)OC)C1)Nc1cc(OC)c(OC(C)=O)cc14)[C@@H]32 | 7.3* | 7.6* | 4.1* | 50 | 13 | 3.8* | 9.7* | 20
N#Cc1cccc([N+](=O)[O-])c1 | 105 | 99 | 122 | 116 | 96 | 108 | 94 | 98
CN(C)P(CCP(C)C)N(C)C | 95 | 100 | 100 | 92 | 100 | 101 | 106 | 103
Cc1ccc(C(=O)O)cc1S(=O)(=O)F | 97 | 99 | 98 | 95 | 114 | 91 | 95 | 116
CP(C)(=S)P(C)(C)=S | 103 | 103 | 104 | 100 | 98 | 99 | 109 | 95
O=C1NC(=S)NC(=O)C1=Cc1cn(-c2ccccc2)nc1-c1cc2ccccc2o1 | nt | 79 | nt | 73 | 46 | 94 | 79 | 70
COc1cc(C=C2c3ccccc3C(=O)c3ccccc32)ccc1OCCCCOc1cc2c(cc1OC)C(=O)N1CCCC1C=N2 (stereo not given) | -10* | -85* | -15* | -75* | -77* | -58* | -53* | -24*
O=C1NC(=S)NC(=O)C1c1ccccc1 | nt | 92 | 106 | 122 | 107 | 118 | 103 | 117
CNC(=O)Oc1ccc(C(C)=O)cc1 | 99 | nt | 79 | 105 | 100 | 116 | 79 | 101
C[C@]12CCc3nc(-c4cccc(O)c4)sc3C1=CC[C@@H]1[C@@H]2CC[C@]2(C)C(=O)CC[C@@H]12 | 103 | 74 | 127 | 112 | 97 | 101 | 117 | 113

Structural class, those above containing nitrogen in an aromatic ring (two)
smiles | RPMI-8226 | SR | K-562 | MDA-MB-468 | MCF7 | MDA-MB-435 | MOLT-4 | MDA-MB-231
O=C1NC(=S)NC(=O)C1=Cc1cn(-c2ccccc2)nc1-c1cc2ccccc2o1 | nt | 79 | nt | 73 | 46 | 94 | 79 | 70
C[C@]12CCc3nc(-c4cccc(O)c4)sc3C1=CC[C@@H]1[C@@H]2CC[C@]2(C)C(=O)CC[C@@H]12 | 103 | 74 | 127 | 112 | 97 | 101 | 117 | 113

Further entries follow:
smiles | RPMI-8226 | SR | K-562 | MDA-MB-468 | MCF7 | MDA-MB-435 | MOLT-4 | MDA-MB-231
CC(=O)[C@H]1CC[C@H]2[C@@H]3C[C@H](O)[C@@H]4C[C@H](O)CC[C@]4(C)[C@H]3CC[C@]12C | 99 | 101 | 105 | 101 | 103 | 104 | 107 | 98
O=C(O)C1CC12c1ccccc1-c1ccccc12 (stereo not given) | 99 | 98 | 100 | 96 | 98 | 101 | 101 | 112
O=C1C(=O)N(c2ccccc2)P(=O)(N(CCCl)CCCl)N1c1ccccc1 | 107 | 94 | 107 | 106 | 98 | 109 | 95 | 104
CC1=C([Te]c2ccc(O)cc2)C(=O)c2ccccc2C1=O | nt | -15* | -37* | nt | -4.8* | -77* | -17* | 3.1*
Nc1ccc(-c2nc3cc(F)ccc3[se]2)cc1F | 63 | 16 | 93 | -21* | 5.1* | 98 | 63 | 42
O=S(=O)(F)c1ccc2nc(-c3ccccc3)cc(Cl)c2c1 | 108 | 87 | 88 | 105 | 95 | 103 | 96 | 109
O=C(COc1ccc([N+](=O)[O-])cc1)Nc1ccc(S(=O)(=O)F)cc1 | 73 | nt | 85 | 58 | 86 | 96 | 81 | 96
CN(C)[C@@H]1C(=O)C(C(N)=O)=C(O)[C@@]2(O)C(=O)C3=C(O)c4c(O)cccc4[C@@](C)(O)[C@H]3[C@H](O)[C@@H]12 | 93 | 103 | 90 | 93 | 100 | 100 | 99 | 101
CC(c1c(Cl)cccc1Cl)n1cc(C(N)=O)nn1 (stereo not given) | 102 | 112 | 103 | 87 | 88 | 106 | 99 | 100
CNC(=O)Oc1ccc([N+](C)(C)C)c2c1CCCC2 | 108 | 108 | 108 | 88 | 97 | 103 | 112 | 108
CCN(CC)CCOc1ccc(C)cc1 | 103 | 94 | 103 | 97 | 101 | 99 | 88 | 99
Nc1ccccc1C(=O)c1ccccc1 | 102 | 93 | 99 | 100 | 87 | 112 | 92 | 105
Nc1ccc(CCCCc2ccc(Cl)c(S(=O)(=O)F)c2)c(Cl)c1 | 97 | 86 | 98 | nt | 94 | 91 | 69 | 103
NC1(C(=O)O)CCCc2ccc(N(CCCl)CCCl)cc21 (stereo not given) | 103 | 52 | 95 | 82 | 93 | 110 | 70 | 104
CC(=O)[O][Hg][c]1c(C)c(C)cc(C)c1C | 7.5* | -28* | -10* | -79* | -6.6* | -91* | -5.7* | -52*
NC1C[C@H]1c1ccccc1 (stereo not given in full) | 101 | 91 | 103 | 119 | 110 | 110 | 100 | 95
CC(=O)OC1(c2ccccc2)CCN(C)CC1C(=O)c1ccccc1 (stereo not given) | 96 | 92 | 103 | 85 | 98 | 101 | 94 | 97
O=[N+]([O-])c1cccc(C(Cl)Cl)c1 | 106 | 93 | 104 | 111 | 100 | 108 | 100 | 105
CC1CCN(C(Cc2ccccc2)c2ccccc2)CC1 (stereo not given) | 98 | 101 | 96 | 101 | 94 | 93 | 93 | 93
CCOC(=O)C1(c2ccccc2)CCN(CCc2ccc(NC(=O)CCC(=O)O)cc2)CC1 | 94 | 94 | 113 | 111 | 105 | 106 | 87 | 100
CNP1(NC)=NP(NC)(NC)=NP(c2ccccc2)(c2ccccc2)=N1 | 113 | 101 | 85 | 115 | 100 | 107 | 81 | 108
CN(C)C1OCC(C)(C)CO1 | 101 | 86 | 92 | 105 | 96 | 104 | 97 | 121
C=C(C)C1CNC(C(=O)O)C1CC(=O)O (stereo not given) | 116&96 | 111&93 | 130 | 108&110 | 98&89 | 114&98 | 137&79 | 107&103
Cc1c([C@H](C)[C@@H]2NC[C@@H](C)C[C@H]2O)ccc2c1C[C@H]1[C@H]2CC=C2C[C@@H](O)CC[C@@]21C | 42 | 46 | 73 | 11 | 77 | 92 | 82 | 99
Cn1cccc1C1CC(=O)N(CCC[Se]C#N)C1=O (stereo not given) | 64 | 21 | 16 | 14 | 9.0* | -6.3* | 3.6* | -45*
O=C(Nc1cccc(F)c1)c1c(O)[nH]c(=S)[nH]c1=O | 84 | nt | 105 | 90 | 76 | 100 | 94 | nt
CC(O)CCO (stereo not given) | 116 | nt | 101 | 96 | 87 | 101 | 107 | 103
CCC(=O)C(c1ccccc1)(c1ccccc1)C(C)CN1CCCCCC1 (stereo not given) | 84 | 101 | 82 | 83 | 90 | 96 | 94 | 94
CCN(CC)C(=O)C(N)Cc1ccc(OC)c(N(CCCl)CCCl)c1 (stereo not given) | 96 | 33 | 101 | 108 | 66 | 100 | 77 | 103
CC(=O)OC1CCC2C3C(C)CC4CC(=O)CCC4(C)C3CCC12C (stereo not given) | 92 | 86 | 89 | 85 | 75 | 98 | 60 | 92
CC(C)[C@@H](C)/C=C/[C@@H](C)[C@H]1CC[C@@H]2[C@]1(C)CC[C@H]1[C@@]23OO[C@@]2(C[C@@H](O)CC[C@]12C)[C@H]1O[C@H]13 | 93 | 61 | 107 | 91 | 86 | 96 | 102 | 109
C[N+]1(C)CCCC1c1cccnc1 (stereo not given) | 99 | 98 | 99 | 101 | 91 | 108 | 102 | 109
CC(C)OC(=S)[S-].[Au+].c1ccc([PH+](c2ccccc2)c2ccccc2)cc1 | 3.2* | 3.8* | 8.0* | -32* | 2.7* | 30 | 11 | -14*
O=C(/C=C/c1ccc(OC(F)(F)F)cc1)c1nc2ccccc2n1Cc1ccc(F)cc1 | 39 | 37 | 59 | 72 | 20 | 82 | 23 | nt
O=c1oc2ccccc2c2c1C(c1coc3ccccc3c1=O)c1c(c3ccccc3oc1=O)O2 | 97 | 84 | 87 | nt | 93 | 102 | 96 | 106
CC(C)(N)C(O)c1ccccc1 (stereo not given) | 89 | 86 | 104 | 115 | 89 | 103 | 101 | 104
COc1ccc(CN2CCNCC2)c(OC)c1OC | 106 | 114 | 107 | 101 | 102 | 106 | 112 | 116
CC1CC=CCC12C(=O)NC(=S)NC2=O (stereo not given) | nt | nt | 94 | nt | 105 | 106 | 109 | 117
O=[N+]([O-])/C=C\c1ccc(Cl)c(Cl)c1 | -2.5* | 7.9* | 12 | 12 | -32* | -26* | 37 | 75
O=C1NC(=O)C(Cc2ccccc2)C(=O)N1 | 107&109 | 114&97 | 102&100 | 106&103 | 101&107 | 105&102 | 108&95 | 103&106
O=C(C(=O)N1CCCC1)c1cn(CCCCCCn2cc(C(=O)C(=O)N3CCCC3)c3ccccc32)c2ccccc12 | 92 | 92 | 94 | 118 | 100 | 99 | 90 | 108
Cc1ccc(NC(=O)N2CC2)cc1NC(=O)N1CC1 | 102 | 51 | 101 | 87 | 71 | 106 | 83 | 77
CC(CC(C)(C)C)C(=O)Cl (stereo not given) | 106 | 92 | 105 | 101 | 95 | 102 | 114 | nt
N#CCN(CC#N)[N+](=O)[O-] | 97 | 100 | 105 | 112 | 93 | 108 | 114 | 103
CCOC(=O)/C(C#N)=C/c1ccc(N(CCCl)CCCl)cc1 | 88 | 30 | 99 | 64 | 72 | 94 | 85 | 91
CN(C)CCCN1C[C@@H]2[C@H](C1)[C@@H]1C=C[C@H]2C1 | 110 | 104 | 98 | 118 | 98 | 108 | 104 | 98
COC(=O)[C@@H](NC(=O)c1cn(Cc2ccccc2)c2ccccc12)C(C)(C)C | 104 | 89 | nt | 110 | 98 | 110 | 96 | 112
O=C(CCN1CC1)OCCOC(=O)CCN1CC1 | nt | 104 | 117 | 105 | 96 | 103 | 101 | 102
O=C(O)c1cccc(Cl)c1 | 105 | 98 | 109 | 109 | 96 | 107 | 101 | 122
COc1ccc(N2C(=O)C3C4c5ccccc5C(C3C2=O)[n+]2ccccc24)cc1 (stereo not given) | 102 | 98 | 105 | 107 | 99 | 122 | 98 | 104

Next compounds follow.
smiles | RPMI-8226 | SR | K-562 | MDA-MB-468 | MCF7 | MDA-MB-435 | MOLT-4 | MDA-MB-231
C[CH2][Sn]([CH2]C)([CH2]C)[NH]S(=O)(=O)c1ccc(C)cc1 | 115 | 100 | 116 | 114 | 103 | 102 | 101 | 107
CN(C)CC(C(=O)Cc1ccccc1)c1ccccc1 (stereo not given) | -4.6* | nt | 47 | -30* | 1.1* | 27 | 78 | 106
CCCCN1CCCC[C@@H]1C(=O)N[C@H](C(=O)N(C)[C@H](C[C@@H](OC(C)=O)c1nc(C(=O)NC2CCC(C(=O)O)CC2)cs1)C(C)C)C(C)C (stereo not given in full) | 100 | 38 | 96 | 99 | 95 | 74 | 104 | 100
CCNC1(c2cccs2)CCCCC1=O (stereo not given) | 115 | 83 | nt | 102 | 102 | 106 | 89 | 106

A draw from above in order of formula weight, smallest number first:
smiles | RPMI-8226 | SR | K-562 | MDA-MB-468 | MCF7 | MDA-MB-435 | MOLT-4 | MDA-MB-231
N#CCN(CC#N)[N+](=O)[O-] | 97 | 100 | 105 | 112 | 93 | 108 | 114 | 103
O=C(O)c1cccc(Cl)c1 | 105 | 98 | 109 | 109 | 96 | 107 | 101 | 122
CC(CC(C)(C)C)C(=O)Cl (stereo not given) | 106 | 92 | 105 | 101 | 95 | 102 | 114 | nt
CC(C)(N)C(O)c1ccccc1 (stereo not given) | 89 | 86 | 104 | 115 | 89 | 103 | 101 | 104
O=[N+]([O-])/C=C\c1ccc(Cl)c(Cl)c1 | -2.5* | 7.9* | 12 | 12 | -32* | -26* | 37 | 75
CN(C)CCCN1C[C@@H]2[C@H](C1)[C@@H]1C=C[C@H]2C1 | 110 | 104 | 98 | 118 | 98 | 108 | 104 | 98
CCNC1(c2cccs2)CCCCC1=O (stereo not given) | 115 | 83 | nt | 102 | 102 | 106 | 89 | 106
CC1CC=CCC12C(=O)NC(=S)NC2=O (stereo not given) | nt | nt | 94 | nt | 105 | 106 | 109 | 117
Cc1ccc(NC(=O)N2CC2)cc1NC(=O)N1CC1 | 102 | 51 | 101 | 87 | 71 | 106 | 83 | 77
COc1ccc(CN2CCNCC2)c(OC)c1OC | 106 | 114 | 107 | 101 | 102 | 106 | 112 | 116
CN(C)CC(C(=O)Cc1ccccc1)c1ccccc1 (stereo not given) | -4.6* | nt | 47 | -30* | 1.1* | 27 | 78 | 106
CCOC(=O)/C(C#N)=C/c1ccc(N(CCCl)CCCl)cc1 | 88 | 30 | 99 | 64 | 72 | 94 | 85 | 91
COC(=O)[C@@H](NC(=O)c1cn(Cc2ccccc2)c2ccccc12)C(C)(C)C | 104 | 89 | nt | 110 | 98 | 110 | 96 | 112
COc1ccc(N2C(=O)C3C4c5ccccc5C(C3C2=O)[n+]2ccccc24)cc1 (stereo not given) | 102 | 98 | 105 | 107 | 99 | 122 | 98 | 104
O=C(C(=O)N1CCCC1)c1cn(CCCCCCn2cc(C(=O)C(=O)N3CCCC3)c3ccccc32)c2ccccc12 | 92 | 92 | 94 | 118 | 100 | 99 | 90 | 108
CCCCN1CCCC[C@@H]1C(=O)N[C@H](C(=O)N(C)[C@H](C[C@@H](OC(C)=O)c1nc(C(=O)NC2CCC(C(=O)O)CC2)cs1)C(C)C)C(C)C (stereo not given in full) | 100 | 38 | 96 | 99 | 95 | 74 | 104 | 100
